DAT uptake mod: modulates human dopamine transporter uptake under cocaine; LLC-PK1 hDAT cells, [14C]-dopamine uptake with cocaine IC80; actives deviate in either direction; Q01959; 110,000 compounds, 1.3% hits; B-score at 10 µM;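 active means Z score or B-score, a plate-position-corrected score, falls beyond the plate's 99.7% confidence bounds, in either direction; inactive means both scores lie inside the 99.7% bounds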;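 further: scored against the spread of the other compound wells on the same plate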
Target sequence (Q01959 whole entry, looked up): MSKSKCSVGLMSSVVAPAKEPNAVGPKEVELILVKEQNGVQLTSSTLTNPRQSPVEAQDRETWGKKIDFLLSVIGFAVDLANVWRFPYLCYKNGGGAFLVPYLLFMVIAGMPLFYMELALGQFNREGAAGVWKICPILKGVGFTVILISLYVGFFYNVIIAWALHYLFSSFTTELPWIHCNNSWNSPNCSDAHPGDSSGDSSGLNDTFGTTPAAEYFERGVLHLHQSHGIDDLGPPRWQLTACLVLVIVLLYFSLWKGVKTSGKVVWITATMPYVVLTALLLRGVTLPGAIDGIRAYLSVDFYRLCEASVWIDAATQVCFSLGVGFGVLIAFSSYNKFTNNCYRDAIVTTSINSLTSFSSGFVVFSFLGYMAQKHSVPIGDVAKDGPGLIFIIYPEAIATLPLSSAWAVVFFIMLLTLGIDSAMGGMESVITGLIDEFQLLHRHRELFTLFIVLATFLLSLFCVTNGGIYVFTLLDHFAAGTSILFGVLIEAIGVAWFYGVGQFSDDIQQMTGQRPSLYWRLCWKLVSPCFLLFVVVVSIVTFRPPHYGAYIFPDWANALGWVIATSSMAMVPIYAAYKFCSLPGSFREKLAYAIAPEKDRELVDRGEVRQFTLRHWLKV
PostGolgi ctrl: inhibits growth of the yeast control strain; efflux-deficient yeast background strain, growth absorbance A615, 16 h; inhibition, % at 10 µM; 98,000 compounds, 5% hits; AID 738
PostGolgi yeast: growth inhibition of a yeast mutant, post-Golgi transport screen | 98,000 compounds, 0.9% hits | post-Golgi transport phenotypic cell assay | inhibition, % at 10 µM;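 further: yeast cells grown in 1536-well plates; yeast grown about 18 h at 30C before absorbance read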
LYP inh 2: inhibitors of human LYP (PTPN22) phosphatase | Q9Y2R2 | 96,000 compounds, 0.21% hits | recombinant LYP catalytic domain, DiFMUP fluorescence | inhibition, % at 2 µM | AID 640;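 active means inhibition at 2 µM at or above a set limit, the screen mean plus 3 SD, cut at about 24% in these data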;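 further: 0% = DMSO with enzyme and 100% = enzyme fully blocked by orthovanadate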
LYP act: increases human PTPN22 phosphatase activity | Q9Y2R2 | recombinant LYP, DiFMUP fluorescence; 0 = plate median, 100 = signal doubled | activation, % at 2 µM | 96,000 compounds, 0.11% hits;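 active means activation at 2 µM above a set limit, the mean plus 5 SD, cut at about 37% in these data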
CYP2C9 inhib: human CYP2C9 inhibition. 96,000 compounds, 20% hits. P11712. CYP2C9 Supersomes, luciferin-H conversion, luminescence. inhibition, % at 5 µM. AID 777;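 active means blocking of liver enzyme CYP2C9 beyond about 50% at 5 µM, limit read from the data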; further: values of inactives mirror those of a sister screen read the other way
Target sequence (P11712 whole entry, looked up): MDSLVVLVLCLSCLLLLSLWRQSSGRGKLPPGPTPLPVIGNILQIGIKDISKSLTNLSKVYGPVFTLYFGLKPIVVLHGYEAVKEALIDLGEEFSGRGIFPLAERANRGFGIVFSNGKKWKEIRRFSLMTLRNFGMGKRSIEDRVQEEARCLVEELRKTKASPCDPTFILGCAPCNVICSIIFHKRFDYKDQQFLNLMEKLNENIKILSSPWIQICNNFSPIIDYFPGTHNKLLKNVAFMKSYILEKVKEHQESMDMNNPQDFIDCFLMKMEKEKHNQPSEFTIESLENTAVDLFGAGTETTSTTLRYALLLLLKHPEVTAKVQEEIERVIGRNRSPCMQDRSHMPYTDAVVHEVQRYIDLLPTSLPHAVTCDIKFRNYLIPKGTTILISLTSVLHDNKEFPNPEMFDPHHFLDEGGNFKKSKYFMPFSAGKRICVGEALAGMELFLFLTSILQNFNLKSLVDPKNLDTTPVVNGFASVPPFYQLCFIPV
PTK2B oligo ant: blocks oligomerization of human Pyk2 in cells. Q14289. Q293 cells, Pyk2 FERM NanoBiT luminescence; active compounds read low. z-score (the deposit names both 25 µM and 10 µM). 99,000 compounds, 0.83% hits. AID 1347419;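 active means Z-score of -3 or lower, scaled per plate to the spread of control and sample wells; inactive means z-score above -3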;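 further: negative z-score means lost luminescence so less FERM oligomerization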
CYP2C9 activ: activators of human CYP2C9; P11712; AID 1024; activation factor at 5 µM; recombinant CYP2C9, luciferin-H conversion, luminescence; active compounds read high; factor 1 = untreated enzyme, 0 = blocked; 96,000 compounds, 1.4% hits;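 active means activation factor of 2 or more for CYP2C9 at a 5 µM dose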;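 further: 0 = sulfaphenazole-blocked wells and 1 = vehicle-only wells; values of inactives mirror those of a sister screen read the other way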
E coli WT exp: E. coli BW25113 growth inhibition, expanded screen. OD600 absorbance. AID 710. 98,000 compounds, 0.15% hits. growth inhibition, % at 100 µM;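 active means growth inhibition above about 50% at one test dose, limit read from the data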;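 further: growth measured after 20 h incubation at 37 °C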
An asterisk follows results filed as active. Unless noted, no stated cut-off is given here; in the data, active means inhibition above about 30%; inactive means the rest. Outcome played no part in choosing rows. About 24% of those tested had a hit in this group.

What do the screens show for `Cc1cc(=O)[nH]c(SCC(=O)Nc2nnc(CC(C)C)s2)n1`?
DAT uptake mod: -0.494; PostGolgi ctrl: 1.8; PostGolgi yeast: -6.2; LYP inh 2: 10.3; LYP act: -8.5; CYP2C9 inhib: -13.9; PTK2B oligo ant: 1.05; CYP2C9 activ: 1.1; E coli WT exp: -10.0

Results for CCn1cc(C(=O)OCc2ccc(F)cc2)c(=O)c2ccc(C)nc21 ?
DAT uptake mod: 2.35; PostGolgi ctrl: 9.0; PostGolgi yeast: 12.5; LYP inh 2: -4.5; LYP act: 1.5; CYP2C9 inhib: 9.9; PTK2B oligo ant: -0.28; CYP2C9 activ: 0.9; E coli WT exp: 1.0

Results for O=C(CSCc1ccc(Br)cc1)Nc1ccc(S(=O)(=O)N2CCOCC2)cc1 ?
DAT uptake mod: -1.6; PostGolgi ctrl: 18.6; PostGolgi yeast: 1.0; LYP inh 2: -0.7; LYP act: 4.3; CYP2C9 inhib: 45.3; PTK2B oligo ant: -0.85; CYP2C9 activ: 0.5; E coli WT exp: -8.0

What do the screens show for `CN1CCN(S(=O)(=O)c2ccc(NC(=O)c3cccs3)cc2)CC1`?
DAT uptake mod: -0.176; PostGolgi ctrl: 22.4; PostGolgi yeast: 1.1; LYP inh 2: -13.5; LYP act: 11.1; CYP2C9 inhib: -8.0; PTK2B oligo ant: -0.63; CYP2C9 activ: 1.1; E coli WT exp: 8.0

What do the screens show for `CCCC(=O)Nc1nn(CCC)c2nc3ccccc3cc12`?
DAT uptake mod: 2.1*; PostGolgi ctrl: 7.7; PostGolgi yeast: 2.1; LYP inh 2: 5.5; LYP act: -6.2; CYP2C9 inhib: 49.3; PTK2B oligo ant: -0.95; CYP2C9 activ: 0.5; E coli WT exp: 5.0

How did CCn1c(SCC(=O)Nc2ccccc2)nc2c1c(=O)n(C)c(=O)n2C do in these assays?
DAT uptake mod: -0.662; LYP inh 2: -2.7; LYP act: 1.3; PTK2B oligo ant: 0.77

Results for C=CCSc1nnc2n(-c3ccccc3OC)c(=O)c3c4c(sc3n12)CCC4 ?
DAT uptake mod: 1.57; PostGolgi ctrl: 13.1; PostGolgi yeast: -2.9; CYP2C9 inhib: -12.4; CYP2C9 activ: 1.1; E coli WT exp: 0.0

How did COC(=O)c1sc(NC(=O)c2ccco2)nc1C do in these assays?
DAT uptake mod: -1.28; PostGolgi ctrl: 23.3; PostGolgi yeast: -5.2; CYP2C9 inhib: 17.6; PTK2B oligo ant: 0.77; CYP2C9 activ: 0.8; E coli WT exp: -10.0

How did COc1ccc(N2C(=O)CCC(C(=O)c3ccccc3)=C2C)cc1 do in these assays?
DAT uptake mod: 0.182; PostGolgi ctrl: 5.0; PostGolgi yeast: -0.9; CYP2C9 inhib: 36.9; PTK2B oligo ant: -0.73; CYP2C9 activ: 0.6; E coli WT exp: 2.0

How did O=S(=O)(CCOc1ccccc1)c1nc2ccccc2[nH]1 do in these assays?
DAT uptake mod: -1.65; PostGolgi ctrl: 9.9; PostGolgi yeast: -0.3; LYP inh 2: -9.4; LYP act: 9.3; CYP2C9 inhib: 16.9; PTK2B oligo ant: 0.47; CYP2C9 activ: 0.8; E coli WT exp: 16.0

Results for O=C(c1cccc(N2C(=O)C3C4C=CC(C4)C3C2=O)c1)N1CCCCCC1 (centres undefined) ?
DAT uptake mod: -0.45; PostGolgi ctrl: 0.6; PostGolgi yeast: -2.9; LYP inh 2: 0.0; LYP act: 2.3; CYP2C9 inhib: 19.5; PTK2B oligo ant: 0.25; CYP2C9 activ: 0.8; E coli WT exp: 3.0

How did CCOc1ccc2cc(S(=O)(=O)N3CCOCC3)ccc2c1 do in these assays?
DAT uptake mod: -1; PostGolgi ctrl: 2.0; PostGolgi yeast: -3.7; LYP inh 2: -2.7; LYP act: -0.5; CYP2C9 inhib: 24.0; PTK2B oligo ant: 1.34; CYP2C9 activ: 0.8; E coli WT exp: -6.0

Results for COc1ccc(-n2cnc3cc(NCc4cccs4)ccc32)cc1 ?
PostGolgi ctrl: 12.6; PostGolgi yeast: 8.4; LYP inh 2: -0.4; LYP act: -1.1; CYP2C9 inhib: 32.8; PTK2B oligo ant: -1.73; CYP2C9 activ: 0.7; E coli WT exp: -12.0

What do the screens show for `Cc1cc(C(=O)OCC(=O)NCc2ccco2)c(C)n1-c1ccc(F)cc1`?
DAT uptake mod: 1.65; PostGolgi ctrl: 18.0; PostGolgi yeast: -3.6; CYP2C9 inhib: 16.6; PTK2B oligo ant: -0.18; CYP2C9 activ: 0.8; E coli WT exp: -4.0

What do the screens show for `N#Cc1cccc(C(c2nnnn2C2CCCC2)N2CCC(Cc3ccccc3)CC2)c1` (centres undefined)?
DAT uptake mod: 0.235; LYP inh 2: -36.0; LYP act: 31.4; PTK2B oligo ant: -4.39*

What do the screens show for `Cc1c(-c2nc(N)nc(Nc3ccccc3F)n2)oc2ccccc12`?
DAT uptake mod: -0.216; PostGolgi ctrl: 35.1*; PostGolgi yeast: 13.2; LYP inh 2: -18.6; LYP act: 15.4; CYP2C9 inhib: 37.6; PTK2B oligo ant: -1.53; CYP2C9 activ: 0.6; E coli WT exp: -8.0

Results for CCn1c(-c2ccccc2Cl)nn(CC(=O)Nc2ccccc2C)c1=S ?
DAT uptake mod: -0.955; PostGolgi ctrl: 0.6; PostGolgi yeast: -3.0; LYP inh 2: -0.6; LYP act: 4.8; CYP2C9 inhib: -0.8; PTK2B oligo ant: -0.17; CYP2C9 activ: 1; E coli WT exp: 0.0

How did COCC(C)NCc1ccccc1C (centres undefined) do in these assays?
DAT uptake mod: 0.747; PostGolgi ctrl: 9.6; PostGolgi yeast: 9.6; LYP inh 2: -8.7; LYP act: 6.4; CYP2C9 inhib: 80.0*; PTK2B oligo ant: 0.59; CYP2C9 activ: 0.2; E coli WT exp: 3.0

How did O=C(Cc1ncc(C(F)(F)F)cc1Cl)N1CCN(c2ccccn2)CC1 do in these assays?
DAT uptake mod: 0.00583; PostGolgi ctrl: 6.5; PostGolgi yeast: -0.9; LYP inh 2: 7.8; LYP act: -5.0; CYP2C9 inhib: -18.4; PTK2B oligo ant: 1.07; CYP2C9 activ: 1.2; E coli WT exp: 3.0

How did O=C(CC1Oc2ccc(Cl)cc2NC1=O)NC1CCCCCC1 (centres undefined) do in these assays?
DAT uptake mod: -1.47; PostGolgi ctrl: 14.2; PostGolgi yeast: 0.7; LYP inh 2: -19.3; LYP act: 17.3; CYP2C9 inhib: -27.4; CYP2C9 activ: 1.3; E coli WT exp: -4.0

How did O=C(O)CSc1nnc(-c2ccncc2)n1-c1ccc(Cl)cc1 do in these assays?
DAT uptake mod: -1.53; PostGolgi ctrl: 0.4; PostGolgi yeast: -5.3; LYP inh 2: 9.9; LYP act: -8.3; CYP2C9 inhib: 51.2*; PTK2B oligo ant: -0.67; CYP2C9 activ: 0.5; E coli WT exp: 1.0

What do the screens show for `O=C(CCC(=O)N1CCCc2ccccc21)N1CCN(S(=O)(=O)c2ccccc2)CC1`?
DAT uptake mod: -0.0408; PostGolgi ctrl: 8.2; PostGolgi yeast: -1.3; LYP inh 2: -7.8; LYP act: 8.4; CYP2C9 inhib: -15.7; PTK2B oligo ant: 0.75; CYP2C9 activ: 1.2; E coli WT exp: -2.0

How did O=C1c2ccccc2C(=O)N1CCCP(=O)(O)CCc1ccccc1 do in these assays?
DAT uptake mod: -0.169; PostGolgi ctrl: -5.0; PostGolgi yeast: -3.0; LYP inh 2: 0.3; LYP act: -1.3; CYP2C9 inhib: -11.1; PTK2B oligo ant: 0.03; CYP2C9 activ: 1.1; E coli WT exp: -4.0

What do the screens show for `COC(=O)Nc1ccc(S(=O)(=O)N2CCCc3ccccc32)cc1`?
DAT uptake mod: 0.117; PostGolgi ctrl: 11.5; PostGolgi yeast: 17.7; LYP inh 2: -24.7; LYP act: 20.5; CYP2C9 inhib: 46.4; PTK2B oligo ant: -1.93; CYP2C9 activ: 0.5; E coli WT exp: -3.0

How did Cc1occc1C(=O)Nc1cccnc1 do in these assays?
DAT uptake mod: -1.12; PostGolgi ctrl: 2.5; PostGolgi yeast: 4.7; LYP inh 2: -10.9; LYP act: 9.0; CYP2C9 inhib: -0.8; PTK2B oligo ant: 1.64; CYP2C9 activ: 1; E coli WT exp: -1.0

How did COC(=O)c1[nH]c2cc(OC)c(OC)cc2c1NC(=O)c1cccc(OC)c1 do in these assays?
DAT uptake mod: 2.06; PostGolgi ctrl: 10.1; PostGolgi yeast: 4.8; LYP inh 2: 0.2; LYP act: 2.3; CYP2C9 inhib: 58.7*; PTK2B oligo ant: -0.7; CYP2C9 activ: 0.4; E coli WT exp: -9.0

How did COc1cccc(-n2c(Cc3cc(=O)[nH]c(=O)[nH]3)nnc2SCC(=O)NC2CCCC2)c1 do in these assays?
DAT uptake mod: -0.0334; PostGolgi ctrl: -0.7; PostGolgi yeast: -16.7; LYP inh 2: 0.9; LYP act: -2.4; CYP2C9 inhib: -12.5; CYP2C9 activ: 1.1; E coli WT exp: 6.0

Results for Cn1c2c(c(=O)n(C)c1=O)CN(Cc1ccco1)CN2 ?
DAT uptake mod: -0.837; PostGolgi ctrl: 3.2; PostGolgi yeast: -0.8; LYP inh 2: -7.7; LYP act: 8.3; CYP2C9 inhib: -11.6; PTK2B oligo ant: -1.22; CYP2C9 activ: 1.1; E coli WT exp: -3.0

Results for CCSC(C)CC1C/C(=N/O)c2c(CC)noc2C1 (centres undefined) ?
DAT uptake mod: -0.542; PostGolgi ctrl: 14.3; PostGolgi yeast: 0.6; CYP2C9 inhib: 93.5*; PTK2B oligo ant: -0.26; CYP2C9 activ: 0.1; E coli WT exp: 10.0

Results for COc1cccc(C2=NOC(C(=O)NCc3ccccn3)C2)c1 (centres undefined) ?
DAT uptake mod: -0.552; PostGolgi ctrl: 2.0; PostGolgi yeast: 2.3; LYP inh 2: -2.4; LYP act: 2.4; CYP2C9 inhib: 12.8; PTK2B oligo ant: 0.79; CYP2C9 activ: 0.9; E coli WT exp: 8.0

Results for CCCCC(=O)Oc1ccccc1C1SCc2cc(C)c(C)cc2CS1 ?
DAT uptake mod: 0.132; PostGolgi ctrl: 5.1; PostGolgi yeast: 1.6; LYP inh 2: 10.8; LYP act: -5.8; CYP2C9 inhib: 15.3; PTK2B oligo ant: -1.29; CYP2C9 activ: 0.8; E coli WT exp: -11.0

How did CCCCOc1ccc(C(=O)Nc2ccc(S(=O)(=O)Nc3cc(C)on3)cc2)cc1OC do in these assays?
DAT uptake mod: -0.425; PostGolgi ctrl: 5.6; PostGolgi yeast: -5.1; LYP inh 2: -1.9; LYP act: 1.5; CYP2C9 inhib: 5.3; PTK2B oligo ant: 0.18; CYP2C9 activ: 0.9; E coli WT exp: -6.0

What do the screens show for `CCN(C1CCCCC1)S(=O)(=O)c1ccc(S(=O)(=O)NCCc2ccncc2)cc1`?
DAT uptake mod: 0.131; PostGolgi ctrl: 9.9; PostGolgi yeast: -1.6; CYP2C9 inhib: 99.5*; PTK2B oligo ant: -0.76; CYP2C9 activ: 0; E coli WT exp: -5.0

What do the screens show for `CN(C)/C=C1\C(=O)N(c2ccc([N+](=O)[O-])cc2)N=C1c1ccccc1`?
DAT uptake mod: -0.341; PostGolgi ctrl: 0.7; PostGolgi yeast: -4.1; LYP inh 2: 5.5; LYP act: -0.3; CYP2C9 inhib: 28.2; PTK2B oligo ant: 0.54; CYP2C9 activ: 0.7; E coli WT exp: 7.0

What do the screens show for `COC(=O)C1CCN(C(=O)COC(=O)CC(NC(C)=O)c2ccccc2)CC1` (centres undefined)?
DAT uptake mod: -0.443; PostGolgi ctrl: 1.0; PostGolgi yeast: -2.4; LYP inh 2: -16.4; LYP act: 11.6; CYP2C9 inhib: 20.2; PTK2B oligo ant: -0.1; CYP2C9 activ: 0.8; E coli WT exp: 0.0

Screens: PubChem BioAssay, several laboratories
